# Source: PubChem BioAssay
# ERa coact pot = enhances coactivator binding to human estrogen receptor alpha; AID 639; coactivator binding (% of control), % at 25.6 µM; TR-FRET ERalpha-LBD/SRC-Cy5 coactivator binding, 2 h; 100 = basal binding, no effect; P03372; 86,000 tested, 1.3% active; in the data active = activity above about 200%;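 also: binding measured in presence of low estradiol as agonist stimulus; 0% = peptide alone without receptor and 100% = receptor with peptide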
# Target sequence (P03372 whole entry, looked up, the tested form may be a part): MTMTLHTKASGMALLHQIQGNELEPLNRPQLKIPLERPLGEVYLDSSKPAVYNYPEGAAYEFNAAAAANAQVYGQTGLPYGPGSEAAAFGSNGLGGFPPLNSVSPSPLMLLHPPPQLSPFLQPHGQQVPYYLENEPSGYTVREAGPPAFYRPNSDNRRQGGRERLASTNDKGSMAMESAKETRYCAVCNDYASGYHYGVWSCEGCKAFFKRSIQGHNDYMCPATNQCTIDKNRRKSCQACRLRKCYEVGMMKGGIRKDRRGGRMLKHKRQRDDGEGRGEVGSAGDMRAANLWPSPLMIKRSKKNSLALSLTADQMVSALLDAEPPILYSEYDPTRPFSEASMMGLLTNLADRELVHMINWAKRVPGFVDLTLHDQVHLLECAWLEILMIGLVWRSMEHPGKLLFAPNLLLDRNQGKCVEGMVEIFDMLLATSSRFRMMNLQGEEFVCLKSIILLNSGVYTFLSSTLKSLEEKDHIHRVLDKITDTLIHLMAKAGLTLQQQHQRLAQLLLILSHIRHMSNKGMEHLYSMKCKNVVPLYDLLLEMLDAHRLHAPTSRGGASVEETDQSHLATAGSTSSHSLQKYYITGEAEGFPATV
# Mac1 fbg enh = CD11b/CD18-fibrinogen binding enhancement; P05107+P11215; K562 CD11b/CD18 adhesion to fibrinogen, ATPlite luminescence; activation, % at 10 µM; 93,000 tested, 0.07% active; AID 1499;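 active = 10 µM primary screen giving 50% or more activity, confirmed by 40% or more on retest at that dose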; also: strong numbers were not always called active; reference of the scale not given here
# MT1-MMP txn act = activates MT1-MMP transcription; HT1080 MT1-MMP promoter luciferase reporter, luminescence, overnight; hits give high values; 86,000 tested, 0.16% active; activation factor at 10 µM; AID 750;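 active = activation factor of at least 2 for MT1-MMP transcription at 10 µM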
# H69AR growth 86K = growth inhibitors of human H69AR lung tumor cells; AID 598; H69AR lung tumor viability, ATP luminescence, 72 h; hits give low values; 85,000 tested, 6% active; viability, % at 10 µM;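 active = viability at or below 40%; inactive = viability above 40%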;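 also: multidrug resistant small cell line overexpressing MRP-1 efflux transporter; 100% = mean luminescence of untreated control wells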
# ERa SRC1 inh = ER-alpha (human) coactivator binding inhibition; 86,000 tested, 1.7% active; inhibition, % at 25.6 µM; AID 629; TR-FRET ER-alpha LBD / SRC-1 peptide, estradiol-bound; in the data active = inhibition above about 50%;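 also: 0% = receptor plus peptide control and 100% = peptide only without receptor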
# Lung fibro prol = blocks proliferation of human lung fibroblasts; LL 47 human lung fibroblast viability, ATP luminescence; hits give low values; viability, % at 10 µM; 85,000 tested, 1.1% active; AID 719;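 active = viability at or below 50% in the single dose screen; inactive = viability above 50%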;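 also: compound exposure lasted 72 h before the ATP readout; 100% = median luminescence of untreated cell-only wells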
#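 Test system: LL 47 human lung fibroblasts / Quantity: 1,150 cells in each well / Medium: IMEM growth medium with 15% fetal bovine serum / Incubation: 72 h compound exposure at 37 °C after overnight plating / Detection: CellTiter-Glo luminescence measuring cellular ATP / Read-out: % viability versus median cells-only luminescence / Benchmarks: cell-only wells, no compound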
# Smad3 FoxH1 inh = blocks human Smad3 binding to FoxH1 peptide | P84022 | TR-FRET Smad3/Dy647-FoxH1 peptide binding, europium anti-His | inhibition, % at 25 µM | 88,000 tested, 0.29% active;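 active = compounds that reduce the energy-transfer binding signal between the protein and its labelled peptide by more than half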;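 also: 0% = Smad3 plus labelled peptide maximal FRET and 100% = peptide-only background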
# HUVEC inhibit = blocks proliferation of human endothelial cells. HUVEC proliferation, CellTiter-Glo luminescence, 72 h; hits give low values. viability, % at 10 µM (by protocol). 86,000 tested, 1.1% active. AID 648;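 active = viability at or below 30%; inactive = viability above 30%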;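 also: 100% = median luminescence of DMSO-only cell control wells on each plate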
# ERb coact inh = ER-beta (human) coactivator binding inhibition; Q92731; TR-FRET ER-beta LBD / SRC1-Cy5 peptide binding; receptor agonist-loaded with 1 µM estradiol; inhibition, % at 25.6 µM; 86,000 tested, 1.3% active;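 active = compounds whose percent inhibition of the receptor-coactivator binding signal exceeds about 50% in the single-dose screen, limit read from the data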;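 also: 0% = receptor plus peptide wells without compound and 100% = peptide-only wells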
# Target sequence (Q92731 whole entry, looked up, the tested form may be a part): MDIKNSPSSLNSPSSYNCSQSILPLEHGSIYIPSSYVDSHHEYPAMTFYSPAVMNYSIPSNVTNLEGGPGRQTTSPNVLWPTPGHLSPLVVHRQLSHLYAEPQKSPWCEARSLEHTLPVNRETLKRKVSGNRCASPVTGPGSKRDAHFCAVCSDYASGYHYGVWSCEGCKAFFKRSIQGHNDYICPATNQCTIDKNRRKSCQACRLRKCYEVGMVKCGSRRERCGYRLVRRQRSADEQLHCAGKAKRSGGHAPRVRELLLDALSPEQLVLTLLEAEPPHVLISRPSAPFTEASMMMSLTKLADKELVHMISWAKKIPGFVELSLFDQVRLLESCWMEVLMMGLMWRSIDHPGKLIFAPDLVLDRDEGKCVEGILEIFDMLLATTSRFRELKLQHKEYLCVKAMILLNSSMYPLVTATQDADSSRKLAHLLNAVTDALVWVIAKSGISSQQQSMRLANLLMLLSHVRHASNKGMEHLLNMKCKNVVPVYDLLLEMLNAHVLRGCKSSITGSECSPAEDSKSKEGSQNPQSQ
# * marks the source's active call; other numbers are inactive results; . = not tested or not shown; [ ] = remark or other dose.
SMILES	ERa coact pot	Mac1 fbg enh	MT1-MMP txn act	H69AR growth 86K	ERa SRC1 inh	Lung fibro prol	Smad3 FoxH1 inh	HUVEC inhibit	ERb coact inh
Cc1cc(C(=O)Nc2sc(C)c(C)c2C#N)no1	93	0	1.3	50	-2	88	-3	76	-2
Cc1ccc(S(=O)(=O)N(CC(=O)N2CCCCCC2)c2ccccc2)cc1	123	-1	1.3	106	-3	104	11	101	0
Cc1cc2ccccc2c(=O)n1CC(=O)N1CCN(c2cccc(Cl)c2)CC1	98	2	1.4	67	4[fluorescence artefact?]	97	-1	68	2[fluorescence artefact?]
C=CCn1c(NC(C)c2cc(Cl)ccc2O)nc2ccccc21 (centres undefined)	94	0	1.1	67	0	90	-4	87	0
O=C(CNS(=O)(=O)c1cccc2nsnc12)NCc1ccc(Cl)cc1	98[fluorescence artefact?]	-7	1.1	93	-8	100	-4	97	1
O=S(=O)(NC1CCCC1)c1ccc(S(=O)(=O)N(Cc2cccs2)CC2CCCO2)cc1 (centres undefined)	115	4	1	88	-6	93	-1	84	-6
O=C(Cn1ncc2c1-c1ccccc1OC2)Nc1ccc(Cl)cn1	110	-3	1	90	-5	91	9[fluorescence artefact?]	90	-6
COc1ccccc1NS(=O)(=O)c1ccc(C(=O)OCC(=O)NCc2ccco2)cc1	63[fluorescence artefact?]	18	1.1	91	73*[fluorescence artefact?]	101	-3	93	45
CCOC(=O)N1CCN(C(=O)CN(c2cc(Cl)ccc2OC)S(=O)(=O)c2ccccc2)CC1	111	-7	1.2	93	-1	.	-1	96	-7
COc1ccccc1S(=O)(=O)Cc1ccc(C(=O)NCCN(C)C)o1	107	.	1.1	98	-3	106	4	101	-5
CCOCCCNC(=O)N1CCOCC1	115	1	1.2	98	4	101	0	100	-1
Cn1c(=O)c2c(nc(NCc3ccc4c(c3)OCO4)n2Cc2ccc(F)cc2)n(C)c1=O	99[fluorescence artefact?]	11	1.1	23*	-21	84	11	57	-22

SMILES	ERa coact pot	Mac1 fbg enh	MT1-MMP txn act	H69AR growth 86K	ERa SRC1 inh	Lung fibro prol	Smad3 FoxH1 inh	HUVEC inhibit	ERb coact inh
Cc1cccc(NC(=O)CCCN2C(=O)c3ccccc3C2=O)n1	100	.	1.1	87	-1	102	1	107	-19
O=C(Cc1ccccc1)NC1CCS(=O)(=O)C1 (centres undefined)	98	.	1.2	92	-19	95	6	84	-23
Cc1cccn2c(=O)c3cc(C(=O)NCc4ccco4)c(=N)n(C(C)C)c3nc12	89	1	1.2	70	3[fluorescence artefact?]	100	8	94	13[fluorescence artefact?]
COc1cc(C2C(C#N)=C(N)OC3=C2C(=O)CCC3)ccc1OC(=O)N1CCOCC1 (centres undefined)	106	4	1.1	92	-4	97	5	96	-8
O=C(CN1CCC(c2nc3ccccc3s2)CC1)NCc1cccs1	122	-8	1.2	95	1	101	-13	94	-3
Cc1nnc(N2CCN(C)CC2)c2nn(-c3ccc(Cl)cc3)c(C)c12	96	.	1.1	87	-8	98	9	88	-7
Cc1ccc(C)c(Cn2nnc3c(=O)[nH]c(C4CCN(C(=O)c5cccs5)CC4)nc32)c1	81	3	1.2	61	0	93	2	83	-5
CCOc1ccccc1C(=O)n1nc(C)cc1C	123[fluorescence artefact?]	.	1	100	-3[fluorescence artefact?]	93	-4	93	12
CC(CCc1ccccc1)NC(=O)c1ccncc1 (centres undefined)	108	12	1.1	108	-2	91	6	99	0
CCOc1ccc(N(CC)C(=O)COc2cc(=O)n(CC)c3ccccc23)cc1	88	6	1.1	87	2[fluorescence artefact?]	105	1	78	0
CC1(C)CC(=O)C(C(C#Cc2ccccc2)C2=C(O)CC(C)(C)CC2=O)=C(O)C1	56	-1	1.2	29*	20[fluorescence artefact?]	83	24[fluorescence artefact?]	82	21
Cc1cc(C(=O)COC(=O)c2ccc3c(c2)OCO3)c(C)n1Cc1cccs1	130	-3	0.7	95	-10	90	-3	91	-9

SMILES	ERa coact pot	Mac1 fbg enh	MT1-MMP txn act	H69AR growth 86K	ERa SRC1 inh	Lung fibro prol	Smad3 FoxH1 inh	HUVEC inhibit	ERb coact inh
CCOc1ccc(C(=O)NCC(=O)OCC(=O)N2C(C)CCCC2C)cc1 (centres undefined)	106	1	1.2	105	8	104	6	91	0
COC(=O)c1cccc(NC2CC(=O)N(c3ccc(OC)c(OC)c3)C2=O)c1 (centres undefined)	95[fluorescence artefact?]	-2	1.1	77	7	99	-3	97	9
COC(=O)C1=C(C)NC(=O)CC1c1ccccc1F (centres undefined)	99	2	1	93	4	89	-4	86	6
CC(C)(O)C1=NOC(c2ccccc2)C1 (centres undefined)	140[fluorescence artefact?]	.	1.1	95	-2	94	3[fluorescence artefact?]	95	1
CN(C(=O)CCN1C(=O)C(C)(C)Nc2ccccc21)c1ccccc1	105	-6	1.1	89	-18	101	5	94	-20
COc1ccc(OCC(O)COc2ccc(OC)cc2)cc1	100	-2	0.9	104	-1	100	2	94	2
O=C(C1CC1)N1CCc2cc(Br)cc(S(=O)(=O)N3CCOCC3)c21	111	-2	1	61	-9	105	-8	102	0
CCCN1CCN(CCCNC(=O)Cn2ncc3c4ccccc4n(C)c3c2=O)CC1	137	.	1.1	91	-11	105	-5	101	-13
CC(NC(=O)C1CCCO1)c1ccccc1 (centres undefined)	97	-4	.	94	1	105	3	99	3
COc1ccc(OC)c(N=c2oc3c(OC)cccc3cc2C(=O)NCc2ccco2)c1	44	41	1.4	88	75*[fluorescence artefact?]	92	-1	94	50*[fluorescence artefact?]
COc1cccc(Nc2nc3ccccc3n3cnnc23)c1	115	-5	.	54	-4	96	-5	92	-2
CC(=O)CSc1nnc(-c2cnccn2)n1-c1ccccc1	114	1	1.1	98	-7	106	-19	102	-5

SMILES	ERa coact pot	Mac1 fbg enh	MT1-MMP txn act	H69AR growth 86K	ERa SRC1 inh	Lung fibro prol	Smad3 FoxH1 inh	HUVEC inhibit	ERb coact inh
Cc1cccc(OCCOC(=O)C2CCN(S(=O)(=O)c3cccs3)CC2)c1	80[fluorescence artefact?]	-1	1.1	96	11	104	-6	80	15[fluorescence artefact?]
COc1cc2c(cc1OC)C1=C(C#N)CC/C(=N\S(=O)(=O)c3ccccc3)N1CC2	96	1	1	66	-2	107	7	83	6
CC(=O)c1cccc(NC(=O)CSc2nnc(-c3ccc(S(=O)(=O)N4CCCC4)cc3)o2)c1	261*	-2	0.9	88	-21[fluorescence artefact?]	99	-19[fluorescence artefact?]	107	-8[fluorescence artefact?]
COc1ccccc1OC(=O)c1ccc(SC)cc1OC	93[fluorescence artefact?]	2	1.2	96	-29[fluorescence artefact?]	100	-1	94	-80
O=C(CC1(O)C(=O)N(Cc2ccccc2Cl)c2ccccc21)c1ccco1 (centres undefined)	67	0	1.1	15*	11	96	1	68	11
CC1CN(c2ccccc2)C(=O)CS1 (centres undefined)	124[fluorescence artefact?]	-2	1	92	18	94	-5	91	3
CCC(C)[C@H](NC(=O)N1CCN(c2cccc(C(F)(F)F)c2)CC1)C(=O)OC (some centres undefined)	85[fluorescence artefact?]	-4	1	92	-4	106	-16	109	-11
O=C1c2ccccc2NC(c2ccccc2)N1c1ccc(O)cc1 (centres undefined)	153	-2	1.1	102	-8	100	8	91	-4
COc1ccccc1C(=O)NCCn1ccc2ccccc21	127	.	1.3	104	0	94	-5	101	5
COc1cc(OC)cc(C(=O)NCCOc2ccccc2)c1	99	-4	1.6	66	1	93	-3	97	-11
CCOC(=O)C1CCN(C2CC(=O)N(c3ccc(OCC)cc3)C2=O)CC1 (centres undefined)	107	.	1.1	98	-14	100	2	88	-3
O=C(CSc1nc2ccccc2o1)NCC(=O)c1ccccc1	90	-5	1.1	90	2	100	-15	94	-3[fluorescence artefact?]

# An excerpt of these results, with values under each structure.
# Below each compound: ERa coact pot, Mac1 fbg enh, MT1-MMP txn act, H69AR growth 86K, ERa SRC1 inh, Lung fibro prol, Smad3 FoxH1 inh, HUVEC inhibit, ERb coact inh
- CC(=O)CSc1nnc(-c2cnccn2)n1-c1ccccc1
  114, 1, 1.1, 98, -7, 106, -19, 102, -5
- Cc1cccc(OCCOC(=O)C2CCN(S(=O)(=O)c3cccs3)CC2)c1
  80[fluorescence artefact?], -1, 1.1, 96, 11, 104, -6, 80, 15[fluorescence artefact?]
- COc1cc2c(cc1OC)C1=C(C#N)CC/C(=N\S(=O)(=O)c3ccccc3)N1CC2
  96, 1, 1, 66, -2, 107, 7, 83, 6
- CC(=O)c1cccc(NC(=O)CSc2nnc(-c3ccc(S(=O)(=O)N4CCCC4)cc3)o2)c1
  261*, -2, 0.9, 88, -21[fluorescence artefact?], 99, -19[fluorescence artefact?], 107, -8[fluorescence artefact?]
- COc1ccccc1OC(=O)c1ccc(SC)cc1OC
  93[fluorescence artefact?], 2, 1.2, 96, -29[fluorescence artefact?], 100, -1, 94, -80
- O=C(CC1(O)C(=O)N(Cc2ccccc2Cl)c2ccccc21)c1ccco1 (centres undefined)
  67, 0, 1.1, 15*, 11, 96, 1, 68, 11
- CC1CN(c2ccccc2)C(=O)CS1 (centres undefined)
  124[fluorescence artefact?], -2, 1, 92, 18, 94, -5, 91, 3
- CCC(C)[C@H](NC(=O)N1CCN(c2cccc(C(F)(F)F)c2)CC1)C(=O)OC (some centres undefined)
  85[fluorescence artefact?], -4, 1, 92, -4, 106, -16, 109, -11
- O=C1c2ccccc2NC(c2ccccc2)N1c1ccc(O)cc1 (centres undefined)
  153, -2, 1.1, 102, -8, 100, 8, 91, -4
- COc1ccccc1C(=O)NCCn1ccc2ccccc21
  127, ., 1.3, 104, 0, 94, -5, 101, 5
- COc1cc(OC)cc(C(=O)NCCOc2ccccc2)c1
  99, -4, 1.6, 66, 1, 93, -3, 97, -11
- CCOC(=O)C1CCN(C2CC(=O)N(c3ccc(OCC)cc3)C2=O)CC1 (centres undefined)
  107, ., 1.1, 98, -14, 100, 2, 88, -3
- O=C(CSc1nc2ccccc2o1)NCC(=O)c1ccccc1
  90, -5, 1.1, 90, 2, 100, -15, 94, -3[fluorescence artefact?]

# Going on with the list:
SMILES	ERa coact pot	Mac1 fbg enh	MT1-MMP txn act	H69AR growth 86K	ERa SRC1 inh	Lung fibro prol	Smad3 FoxH1 inh	HUVEC inhibit	ERb coact inh
CCOCCc1nnc(NC(=O)CSc2ccccc2)s1	87	3	1	84	-9	75	-5	90	-1
O=C(O)C1C2C=CC(C2)C1C(=O)N1CCc2ccccc21 (centres undefined)	119	5	1.2	78	-75	102	5	97	-9
CCC(CC)C1C(C#N)=C(N)Oc2n[nH]c(C)c21 (centres undefined)	91	0	0.9	13*	-3	80	-17	67	27[fluorescence artefact?]
CC(C)CSc1nc2ccccc2n1CC(N)=O	100	5	1.1	94	12	90	-2	90	-3
O=C(NCCc1ccccc1)C(=O)NCC1(c2ccccc2)CCCC1	108	.	1	89	-9	88	1	88	-6
CC(=O)N1CCc2cc(S(=O)(=O)CCC(=O)N3CCN(c4ccccn4)CC3)ccc21	106	.	1.1	99	-22	95	15	97	-25
C=CCC1(O)C(=O)Nc2ccccc21 (centres undefined)	100	1	1.1	95	-3	102	0	90	3
CN(C)c1nc(N)nc(CSc2nnnn2C)n1	112	-1	1.2	107	-5	99	5	91	-2
O=C(Nc1cccc(O)c1)c1noc2c1CCc1ccccc1-2	93	-3	1.5	78	-6	85	13	77	-5
CCN1CCCC1CNC(=O)Cn1ncc2c(=O)oc3ccc(C)cc3c21 (centres undefined)	138	-4	1.2	93	-4	103	6	103	-7
COc1ccc(C)cc1NC(=O)CN(C)S(=O)(=O)c1cnc[nH]1	101	0	1	89	2	103	-1	100	-3[fluorescence artefact?]
NC(=O)CCS(=O)(=O)CCN1CCCCC1	114	1	0.9	83	1	104	-5	99	11[fluorescence artefact?]

# A portion of the library; rates above refer to the full screens.
